ADAM10 inh: inhibitors of human ADAM10; O14672; recombinant ADAM10, EDANS/DABCYL FRET peptide cleavage, 3 h; inhibition, % at 7 µM; actives 0.62% (n = 370,000); AID 720582;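 active = inhibition above a per-campaign cutoff equal to the mean of compounds falling between control-based bounds plus 3 SD, cut at about 20% in these data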;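 also: 0% = DMSO wells while the 100% control is not disclosed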
Tn6 DDE FP: DD(E)-Tn6 binding inhibition, primary FP screen | AID 720509 | Fibrin DD(E) TRITC-Tn6 fluorescence polarization displacement | inhibition, % at 8.3 µM | actives 0.21% (n = 370,000);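 active = inhibition above a per-campaign cutoff: mean of compounds within control limits plus 3 SD, cut at about 15% in these data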;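 also: 0% = median of all compound wells on the plate and 100% = blocking peptide control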
Target sequence (P02675 whole entry, looked up): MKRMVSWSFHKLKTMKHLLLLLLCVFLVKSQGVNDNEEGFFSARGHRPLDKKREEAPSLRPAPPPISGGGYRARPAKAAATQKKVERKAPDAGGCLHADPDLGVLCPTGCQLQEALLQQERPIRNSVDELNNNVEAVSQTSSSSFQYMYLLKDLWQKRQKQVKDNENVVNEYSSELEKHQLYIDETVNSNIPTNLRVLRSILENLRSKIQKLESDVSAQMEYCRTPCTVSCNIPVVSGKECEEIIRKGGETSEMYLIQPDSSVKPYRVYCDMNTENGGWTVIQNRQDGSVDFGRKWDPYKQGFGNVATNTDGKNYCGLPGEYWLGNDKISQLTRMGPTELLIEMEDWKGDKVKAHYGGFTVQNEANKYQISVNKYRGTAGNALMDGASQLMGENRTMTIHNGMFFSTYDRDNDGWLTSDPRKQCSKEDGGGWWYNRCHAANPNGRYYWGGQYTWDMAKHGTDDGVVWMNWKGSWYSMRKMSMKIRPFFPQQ
SIAE inh: human SIAE inhibition, primary screen. actives 0.69% (n = 370,000). inhibition, % at 9.66 µM. Q9HAT2. SIAE FP-Rh probe binding, fluorescence polarization;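 active = inhibition above a cutoff: mean of compounds within the control limits plus 3 SD of those, cut at about 17% in these data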;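 also: 0% = plate median of compound wells and 100% = probe without SIAE protein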
DDE Tn7 FP inh: DD(E)-Tn7 binding inhibition, primary FP screen | P02675 | FP displacement of FITC-Tn7 peptide from fibrin DD(E); 0% = median of compound wells per plate | inhibition, % at 8.3 µM | actives 0.13% (n = 370,000) | AID 720508;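 active = inhibition above the mean of compounds falling within the control limits plus 3 SD of them, cut at about 14% in these data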;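 also: 0% = plate median of compound wells and 100% = 10 µM Aha-Tn7 peptide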
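Assay system: human fibrin DD(E) protein / Input: 2 µM fibrin DD(E) / Benchmarks: high control of 10 µM Aha-Tn7 peptide / Measured by: fluorescence polarization of the labelled Tn7 tracer / Medium: Tris buffer with calcium and detergent, pH 7.8 / Timing: 10 min compound pre-incubation, 3 h probe incubation at room temperature / Repeats: one replicate per compound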
TDP2 inh: blocks human TDP2 phosphodiesterase activity; O95551; recombinant TDP2, T5PNP hydrolysis, p-nitrophenol absorbance 415 nm; inhibition, % at 12.8 µM; actives 0.34% (n = 370,000); AID 720702;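 active = inhibition above the mean of all tested compounds plus 3 SD, set per campaign, cut at about 25% in these data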;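 also: 0% = DMSO with enzyme and 100% = buffer with substrate but no TDP2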
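Test system: Human TDP2 enzyme | Reagent: 5 mM T5PNP | Compound dosing: 12.8 µM single point, 1% DMSO | Incubation: Enzyme reaction with compound for 2 h at 37 °C | Technique: p-Nitrophenol epi absorbance | Read-out: % inhibition relative to enzyme-containing and enzyme-free wells | Benchmarks: High control without enzyme, low control DMSO plus TDP2 | Replicates: Singlicate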
PLCb3 inh: inhibitors of human phospholipase C beta3; Q01970; Purified PLC-beta3, fluorogenic substrate, fluorescence; inhibition, % at 12.2 µM; actives 0.18% (n = 370,000); AID 720704; in the data active = inhibition above about 11%;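 also: 0% = median of compound wells on plate and 100% = full blocker control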
ASAP1 inh: ASAP1 ArfGAP inhibition | Q9ULH1 | ASAP1-stimulated ARF1 GTP hydrolysis, GDP FP detection | inhibition, % at 16.5 µM | actives 0.19% (n = 360,000) | AID 624377; in the data active = inhibition above about 25%;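 also: 0% = vehicle with enzyme and substrate and 100% = no enzyme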
Target sequence (Q9ULH1 325-724 limits assumed): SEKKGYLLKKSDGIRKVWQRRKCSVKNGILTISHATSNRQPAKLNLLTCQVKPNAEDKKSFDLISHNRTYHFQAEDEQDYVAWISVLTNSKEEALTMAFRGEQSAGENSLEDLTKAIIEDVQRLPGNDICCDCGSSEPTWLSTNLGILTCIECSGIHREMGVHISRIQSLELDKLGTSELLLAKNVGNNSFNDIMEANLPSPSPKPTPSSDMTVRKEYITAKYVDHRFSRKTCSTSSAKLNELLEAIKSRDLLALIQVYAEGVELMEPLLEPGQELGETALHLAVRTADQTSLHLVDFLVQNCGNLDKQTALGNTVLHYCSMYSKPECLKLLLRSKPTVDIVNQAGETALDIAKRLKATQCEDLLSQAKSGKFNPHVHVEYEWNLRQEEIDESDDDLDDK
PLC-gamma1 inh: inhibitors of human phospholipase C gamma1; purified PLC-gamma1, fluorogenic substrate, fluorescence; P19174; actives 0.84% (n = 370,000); inhibition, % at 12.2 µM; AID 720700; in the data active = inhibition above about 9.5%
ARFGAP1 inh: inhibits rat ARF GTPase activating protein 1. Arfgap1-stimulated ARF1 GTP hydrolysis, GDP FP detection. inhibition, % at 16.5 µM. actives 0.26% (n = 360,000). Q62848;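 active = inhibition above a per-plate limit, mean inhibition of low control wells plus 3 SD, cut at about 25% in these data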;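 also: 0% = DMSO wells with enzyme and 100% = wells lacking Arfgap1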
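material = rat Arfgap1 catalytic domain, aa 1-136 | also added = human ARF1(Δ1-17)-GTP substrate | compound dosing = one concentration, 16.5 µM, DMSO 1.26% | times = GTP hydrolysis reaction 2 h at 25 °C | measured by = FP, GDP Alexa 633 tracer displaced from anti-GDP antibody, 620/688 nm | evaluation = percent inhibition of Arfgap1-stimulated GTP hydrolysis | replication = single well per compound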
ADAM17 inh: inhibitors of human ADAM17; P78536; recombinant ADAM17, EDANS/DABCYL FRET peptide cleavage; inhibition, % at 6.95 µM; actives 0.83% (n = 370,000); AID 720648;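 active = inhibition above the mean of compounds lying between control limits plus 3 SD, set per campaign, cut at about 8.5% in these data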;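 also: 0% = DMSO-only wells as the low control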
* hit, by the source's call; i = inactive; / = not tested or not shown.

mol,ADAM10 inh,Tn6 DDE FP,SIAE inh,DDE Tn7 FP inh,TDP2 inh,PLCb3 inh,ASAP1 inh,PLC-gamma1 inh,ARFGAP1 inh,ADAM17 inh
CC(C)CCN(C(=O)CNC(=O)c1cccs1)C(C(=O)NC1CCCCC1)c1cccnc1 (configuration not stated),8,4,0,-2,14,-6,-3,4,-4,-3
CCc1nnc(NC(=O)c2ccncc2)s1,0,8,-5,-1,-2,-2,5,3,-15,-3
CC(=O)NCCNc1nc2cc(-c3cccc(C(F)(F)F)c3)sc2c(=O)n1C,-41,1,-7,5,0,-2,-3,-2,4,-10
Cc1ccc2cc(C)c3nnc(SCC(=O)c4cccs4)n3c2c1C,1,3,-7,-1,-5,-10,-5,-9,0,3
COc1cccc(C(=O)OCCCOC(=O)c2cccc(OC)c2OC)c1OC,1,-6,1,-6,-1,-6,-7,-1,1,-2
O=S1(=O)c2ccccc2C(CCO)N1Cc1ccccc1 (configuration not stated),-5,2,12,10,5,1,8,0,24,-5
CC1(C(=O)NCCC#N)CCN1C(=O)C1(c2ccccc2)CCCC1 (configuration not stated),-7,-8,3,2,2,-6,3,0,-3,-5
Cc1cc(-c2ccccc2)nc(N(C)NC(=O)c2cccc(C(F)(F)F)c2)c1S(C)(=O)=O,-5,-1,0,-3,-8,1,-2,2,0,-4
COc1ccc(CNC(=O)OC2CC3CC2[C@H]2CCCCN2C3)cc1 (some centres not stated),-2,-1,10,0,6,-2,/,-1,/,-2
CCOC(=O)c1cncc(C#CCOC(=O)Nc2ccc(OC(F)(F)F)cc2)c1,1,6,3,2,-11,-5,-4,-3,2,-3
NC(=O)C1CCN(C(=O)CCSc2ccccc2)CC1,-1,5,-2,3,1,0,-1,2,0,-5
CCOC(=O)C(NC(=O)NCc1cccc(C(F)(F)F)c1)(OCC)C(F)(F)F (configuration not stated),10,-11,4,4,0,-1,-5,1,4,1
Cc1ccc(-c2cc3nc(NCCOc4ccccc4Cl)n(C)c(=O)c3s2)cc1,-11,10,-2,10,1,3,1,-1,6,-4
CCCCNS(=O)(=O)c1ccc2nc(-c3cccnc3)cc(C(=O)NC(C)C)c2c1,-10,-6,-3,-7,-1,6,-4,0,11,-3
CC(C)(C)n1c(O)c2ccc(C(=O)N=NC(=O)c3ccccc3)cc2c1O,-7,9,4,0,-14,-9,-4,0,-7,-1
CC(C)(C)c1cc(C(=O)N/N=C/c2ccncc2)n[nH]1,4,2,10,0,-2,0,8,8,13,1
CN(CC(=O)Nc1ccc(F)cc1)C(=O)c1ccc2ccccc2n1,-1,-7,-4,6,-7,-5,1,3,2,-4
S=c1[nH]nc(CCSCc2ccccc2)n1-c1ccccc1,7,0,0,2,-6,-9,8,0,-13,-4
CCN(CC)c1ccc(NC(=O)c2ccccc2F)cc1,3,-8,-1,4,3,-1,-10,0,14,-4
CCN(CC)CCN(Cc1cc2cc3c(cc2[nH]c1=O)OCO3)C(=S)NCC1CCCO1 (configuration not stated),i,9,-4,4,-7,-41,-3,-37,8,-217
CCCCCNC(=O)C(C1CC1)n1c(=O)c(-c2ccco2)nc2ccccc21 (configuration not stated),-234,10,4,4,54*,-111,-7,-78,-7,-62
COC(=O)c1ccc(NC(=O)CCn2cccc2)cc1,-7,3,8,2,5,3,-4,0,11,-7
CCCCC(=O)Oc1cc(C)[nH]c(=O)c1[N+](=O)[O-],2,-13,-2,-4,-14,-2,7,7,-3,-1
NNC(=O)c1cc2c(N3CCC(Cc4ccccc4)CC3)ncnc2s1,-55,-3,-56,4,7,-12,-3,-4,-3,-27
COc1ccc(OCC(=O)Nc2cccc(S(=O)(=O)N(C)c3ccccc3)c2)c([N+](=O)[O-])c1,-10,4,2,2,-3,-7,-2,-2,7,-2
COc1ccc(S(=O)(=O)N2CCC(C(=O)NC(C)CCc3ccccc3)CC2)cc1 (configuration not stated),10,-3,-3,-4,-24,-5,-1,9,10,2
O=C(c1ccc(Br)o1)N(Cc1ccccc1)Cc1ccccc1,2,-3,3,4,-2,-3,14,-3,-11,3
COc1cccc(/C=C/C(=O)c2ccc(C)c([N+](=O)[O-])c2)c1,-1,1,4,-2,3,-1,9,0,2,-4
CC(C)CNC(=O)c1coc(=O)c(Br)c1,-492,-5,-6,-2,1,-102,-6,-92,5,-126
O=C(Nc1cccnc1)c1cc([N+](=O)[O-])ccc1Cl,0,1,3,1,8,-4,2,1,-4,-1

Sorted by the number under TDP2 inh (high to low): some entries from above
mol,ADAM10 inh,Tn6 DDE FP,SIAE inh,DDE Tn7 FP inh,TDP2 inh,PLCb3 inh,ASAP1 inh,PLC-gamma1 inh,ARFGAP1 inh,ADAM17 inh
O=C(Nc1cccnc1)c1cc([N+](=O)[O-])ccc1Cl,0,1,3,1,8,-4,2,1,-4,-1
NNC(=O)c1cc2c(N3CCC(Cc4ccccc4)CC3)ncnc2s1,-55,-3,-56,4,7,-12,-3,-4,-3,-27
Cc1ccc(-c2cc3nc(NCCOc4ccccc4Cl)n(C)c(=O)c3s2)cc1,-11,10,-2,10,1,3,1,-1,6,-4
COc1cccc(C(=O)OCCCOC(=O)c2cccc(OC)c2OC)c1OC,1,-6,1,-6,-1,-6,-7,-1,1,-2
COc1ccc(OCC(=O)Nc2cccc(S(=O)(=O)N(C)c3ccccc3)c2)c([N+](=O)[O-])c1,-10,4,2,2,-3,-7,-2,-2,7,-2

(more compounds)
mol,ADAM10 inh,Tn6 DDE FP,SIAE inh,DDE Tn7 FP inh,TDP2 inh,PLCb3 inh,ASAP1 inh,PLC-gamma1 inh,ARFGAP1 inh,ADAM17 inh
N#Cc1ccccc1CSc1ccc(-c2nc3ccccc3[nH]2)cn1,-5,0,-42,-7,-3,-2,15,-4,8,-1
CCCc1cc(=O)[nH]c(SCC(=O)c2ccc(S(=O)(=O)N3CCCC3)cc2)n1,-37,4,-5,1,12,-8,-7,-5,3,-2
Cc1nc(NCc2ccco2)c2oc3ccccc3c2n1,-15,-1,-14,-8,-14,4,22,7,-10,-1
O=C(NCCCN1CCCC1=O)C1CCN(S(=O)(=O)N2CCOCC2)CC1,1,-6,-2,-8,-7,-2,-6,0,7,-2
CC(C)C(NS(=O)(=O)c1ccccc1F)C(=O)OCC(=O)NCc1ccco1 (configuration not stated),-4,2,8,-5,-6,-3,5,3,-6,-3
CCOC(=O)C(C)N1c2cccc3cccc(c23)S1(=O)=O (configuration not stated),-321,-1,-5,-4,-26,-283,-10,-225,-11,-88
C/C(=N/NS(=O)(=O)c1ccc(C)cc1C)c1c[nH]c2ccccc12,-3,-5,5,-5,13,-6,1,-2,20,-2
O=c1[nH]cnc2c1C1(CCCC1)Cc1ccccc1-2,0,6,6,-2,-6,-3,-2,0,-11,-1
Cc1nnc(SCC(=O)Nc2ccc(S(N)(=O)=O)cc2)n(N)c1=O,-10,-4,0,1,0,-2,-1,2,0,-3
Cc1[nH]nc(N=CC2=C(O)CC(c3ccco3)CC2=O)c1-c1ccc(Cl)cc1 (configuration not stated),-13,6,-4,-4,12,-12,10,-11,1,-3
O=S(=O)(c1ccc(NC(=S)Nc2ccccc2)cc1)N1CCOCC1,2,4,6,5,5,3,-11,1,-7,-4
CCOC(=O)COc1ccc([N+](=O)[O-])cc1,-1,-3,4,-6,4,4,2,1,6,-1
Cc1c(C(=O)Nc2ccc(F)cc2)sc2ncn(CC(=O)N3CCCCC3)c(=O)c12,1,0,-5,4,13,-2,-28,-1,-5,0
CCOC(=O)Cc1csc(NC(=O)CSc2nccn2C)n1,-4,0,-7,2,-13,-9,3,0,-4,-3
CN(c1ccccc1)S(=O)(=O)c1cccc(C(=O)NC2CCCCC2)c1,0,1,-7,-1,-12,-2,-5,4,19,4
Cc1cc(C)n(-c2c(F)c(F)c(CO)c(F)c2F)n1,2,6,-4,5,-4,0,-10,1,21,-2

TDP2 inh, what is marked active above.
mol,ADAM10 inh,Tn6 DDE FP,SIAE inh,DDE Tn7 FP inh,TDP2 inh,PLCb3 inh,ASAP1 inh,PLC-gamma1 inh,ARFGAP1 inh,ADAM17 inh
CCCCCNC(=O)C(C1CC1)n1c(=O)c(-c2ccco2)nc2ccccc21 (configuration not stated),-234,10,4,4,54*,-111,-7,-78,-7,-62

Reprinted at random: two records from the list.
mol,ADAM10 inh,Tn6 DDE FP,SIAE inh,DDE Tn7 FP inh,TDP2 inh,PLCb3 inh,ASAP1 inh,PLC-gamma1 inh,ARFGAP1 inh,ADAM17 inh
Cc1nnc(SCC(=O)Nc2ccc(S(N)(=O)=O)cc2)n(N)c1=O,-10,-4,0,1,0,-2,-1,2,0,-3
O=C(NCCCN1CCCC1=O)C1CCN(S(=O)(=O)N2CCOCC2)CC1,1,-6,-2,-8,-7,-2,-6,0,7,-2

This is a random part of the collection; 3.6% or so of the library scored in one or more.
